# High-throughput results (PubChem)
# NR2E3 ag-1 – inhibitors of NR2E3-RetCOR corepressor binding, primary screen, NR2E3 agonist project, biochemical, TR-FRET, GST-NR2E3, biotin-RetCOR; AID 2300, 2010; 1536-well; inhibition of corepressor binding, % at 4.78 µM; hit rate 0.12% among 320,000;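 active = percent inhibition above the cutoff of mean plus 3 SD of all tested compounds, set per screening campaign, cut at about 20% in these data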;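 also: 0% = DMSO wells and 100% = biotin wells as full block of FRET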
# Target sequence (Q9Y5X4 whole entry, looked up): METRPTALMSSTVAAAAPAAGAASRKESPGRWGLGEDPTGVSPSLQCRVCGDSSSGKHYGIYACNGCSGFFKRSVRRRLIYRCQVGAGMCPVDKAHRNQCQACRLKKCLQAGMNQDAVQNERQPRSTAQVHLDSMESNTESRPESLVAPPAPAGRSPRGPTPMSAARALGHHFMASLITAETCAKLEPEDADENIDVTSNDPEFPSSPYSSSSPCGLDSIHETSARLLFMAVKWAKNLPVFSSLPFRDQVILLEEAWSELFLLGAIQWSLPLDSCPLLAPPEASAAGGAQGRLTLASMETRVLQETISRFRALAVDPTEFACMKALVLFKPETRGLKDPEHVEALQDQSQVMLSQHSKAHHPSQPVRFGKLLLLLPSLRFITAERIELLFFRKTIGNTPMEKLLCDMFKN
#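 Format: 1536-well format; test system: GST-NR2E3 and biotin-RetCOR proteins; read-out basis: percent inhibition of TR-FRET ratio; timing: 5 h incubation at 4 °C; detection: time-resolved FRET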
# CaV13 FRET inh – Primary screen for inhibitors of IQ motif and Ca2+-dependent inactivation inhibitor domain binding in CACNA1D, Förster resonance energy transfer in living cells, …; HEK cells, CFP/YFP FRET ICDI-IQ, plate reader, 10 min; percent FRET-ratio fall versus neutral wells; inhibition, % at 12.3 µM; hit rate 0.098% among 340,000;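 active = mean replicate inhibition of at least 30% and at least 1% of replicates passing that level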;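 also: 0% = median of the neutral control wells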
# PDI turbidity – inhibitors of human PDI, primary screen, biochemical, turbidity, single point, plate reader; Protein disulfide-isomerase (Homo sapiens), P07237; PDI insulin aggregation turbidity, A650, 90 min; inhibition, % at 10 µM; hit rate 0.052% among 350,000; AID 588391, 2011;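 active = mean inhibition across replicates of 30% or more, whatever share of single replicates reach that level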;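 also: absorbance from insulin aggregation driven by PDI reduction with DTT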
# Target sequence (P07237 whole entry, looked up): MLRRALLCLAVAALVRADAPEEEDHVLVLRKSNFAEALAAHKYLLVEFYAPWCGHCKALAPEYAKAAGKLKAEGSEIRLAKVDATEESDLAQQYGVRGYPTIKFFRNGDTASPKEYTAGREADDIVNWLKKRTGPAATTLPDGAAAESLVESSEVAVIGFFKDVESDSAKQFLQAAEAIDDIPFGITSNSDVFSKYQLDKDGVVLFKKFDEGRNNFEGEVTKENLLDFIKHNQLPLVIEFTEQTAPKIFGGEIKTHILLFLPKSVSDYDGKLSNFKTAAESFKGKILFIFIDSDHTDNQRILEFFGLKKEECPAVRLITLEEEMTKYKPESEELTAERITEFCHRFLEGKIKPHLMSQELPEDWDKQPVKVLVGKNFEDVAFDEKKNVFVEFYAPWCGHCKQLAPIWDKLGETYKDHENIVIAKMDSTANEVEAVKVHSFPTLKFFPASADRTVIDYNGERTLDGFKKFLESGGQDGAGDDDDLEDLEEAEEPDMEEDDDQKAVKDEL
# HIF-2a inh – HIF-2a reporter inhibitors, primary screen, luminescence, 786-0 RCC cells | 786-0 RCC cells HIF-2a reporter, luciferase luminescence, overnight | hit rate 0.72% among 360,000 | inhibition, % at 18.8 µM | AID 624352, 2012;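 active = inhibition of the luminescence signal of 40% or more relative to plate controls, in a single-dose primary screen at 18.75 µM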
# NR2E3 ag-2 – NR2E3 agonists in two-hybrid cells, primary screen, cell-based, luminescence, CHO-S, Gal4-NCOR/VP16-NR2E3; AID 602229, 2012; hit rate 0.35% among 360,000; luciferase; inhibition of corepressor binding, % at 3.98 µM;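 active = inhibition above the mean of all tested compounds plus 3 SD, cut at about 70% in these data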;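 also: 0% = DMSO with NR2E3 transfected cells and 100% = cells lacking NR2E3 construct; higher means lower luciferase signal from less NR2E3 corepressor binding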
# TRPM1 prom inh – inhibitors of MITF-dependent TRPM1 promoter reporter, primary screen, cell-based, SK-MEL-5, single point, luciferase; SK-MEL-5 TRPM1 promoter luciferase, 24 h; inhibition, % at 12.5 µM; hit rate 0.83% among 330,000;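 active = mean inhibition across replicates of 60% or more, whatever share of single replicates reaches that level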; also: values of inactives mirror those of a sister screen read the other way
# Vif imaging – HIV Vif self-association inhibitors, primary screen, imaging, HEK293T, single point. inhibition, % at 7.49 µM. HEK293T cells, Vif self-association by quenched fluorescence, 24 h. AID 602346, 2012. hit rate 0.35% among 340,000; in the data active = inhibition above about 50%, passing the limit was not always enough; also: some results filed as inactive read as strong as hits
# hiPSC survival – enhancers of single-cell hiPSC survival, primary screen, ATPlite luminescence; 100% = ROCK inhibitor wells, 0% = DMSO; survival enhancement, % at 20 µM; hit rate 0.044% among 360,000; AID 602274, 2012; in the data active = survival enhancement above about 18%;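 also: cells exposed to compounds for 16 hours before the ATP read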
# aDG glyco act – activators of alpha-DG glycosylation, primary screen, uHTS, Pro5-aDG cells, AlphaScreen. hit rate 0.22% among 360,000. AID 624168, 2012. alpha-DG glycosylation AlphaScreen (IIH6); 0% Pro5, 100% B10-LARGE cell signal. activation, % at 10 µM;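 active = activation of at least 8% versus controls, or a plate z-score of at least 8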;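 also: Pro5 are CHO cells carrying HIG-tagged alpha-DG that lacks glycosylation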
# Peg3 promoter – Peg3 promoter-driven luciferase inhibitors, primary screen, cell-based, HeLa, luciferase luminescence; HeLa PEG-Prom luciferase reporter, overnight; inhibition, % at 20 µM; hit rate 1.7% among 360,000;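 active = inhibition of at least 50% at 20 µM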
# Granule exo inh – LAMP-1 surface exposure blockers, TALL-104 cells – cell-based, flow cytometry, MLPCN library, primary screen; inhibition, % at 10 µM; AID 651702, 2012; TALL-104 LAMP-1 surface exposure; cells stimulated with thapsigargin and PMA; hit rate 0.66% among 360,000;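 active = inhibition above about 55%, limit read from the data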
# * = called active by the depositor; / = no result given.
# The line under a structure holds: NR2E3 ag-1	CaV13 FRET inh	PDI turbidity	HIF-2a inh	NR2E3 ag-2	TRPM1 prom inh	Vif imaging	hiPSC survival	aDG glyco act	Peg3 promoter	Granule exo inh
- CCOCCOC(=O)c1[nH]c2c(c1C)C(=O)CC(c1cccs1)C2 (stereo not given)
    -2	-4	-4	-2	-8	32	0	-0.5	-0.1	-7	3
- CN1CCN(CC#CC2(O)CCCCC2)CC1
    1	-10	-1	22	-2	18	9	0.9	-0.2	11	2
- Cc1cc(=O)oc2cc(OC(C)C(=O)NC3CCCC3)ccc12 (stereo not given)
    0	-7	-15	4	5	13	-2	-0.3	0.0	10	3
- Cn1c(=NN=Cc2ccccc2OCCO)sc2ccccc21
    /	-20	-4	-251	-102	/	-6	-2.0	0.0	-219	-4
- CCC(=O)N(Cc1cc2cc(OC)ccc2[nH]c1=O)c1ccccc1OC
    /	-5	11	12	2	/	-3	-0.1	-0.1	-3	-8
- COc1cc2ccc(CC(N)=O)cc2cc1OC
    /	-8	1	6	-5	/	-1	-0.2	0.0	5	-2
- O=C(Nc1ccc(CN2CCOCC2)cc1)c1cccs1
    -4	-8	6	-201	-65	-68	-6	-1.0	0.1	-156	8
- C[C@@H]1CN([C@H](C)CO)C(=O)CCCn2nncc2CO[C@H]1CN(C)S(=O)(=O)c1ccccc1
    /	-5	-5	3	3	/	-7	-0.8	0.1	9	-12
- CCCCCn1c(=O)[nH]c2cc(C(=O)NCCCN3CCC(C)CC3)ccc2c1=O
    -2	-4	3	30	-11	-5	-3	-0.5	0.1	5	3
- C[C@H](NC(=O)c1nc[nH]c1C(=O)N1CCc2ccccc2C1)c1ccccc1
    1	-5	1	-8	15	9	-1	1.1	0.0	-1	8
- Cc1nc2ccc(NC(=O)c3cc(S(=O)(=O)N4CCOCC4)ccc3C)cc2s1
    0	-6	5	-5	-6	7	-9	-1.4	0.8	-3	-1
- Cc1nc(SCC(=O)NC2CCS(=O)(=O)C2)c2c(C)c(C)sc2n1 (stereo not given)
    -2	-6	-3	19	6	2	0	0.8	-0.2	7	4
- O=C(CCCOC(=O)c1ccc(O)cc1)c1ccccc1
    /	-6	9	-58	-32	-24	3	0.3	-0.1	-47	-3
- CCOC(=O)N/N=C(\c1ccccc1)C(O)c1ccccc1 (stereo not given)
    -2	-6	5	14	-27	6	-2	-0.7	0.5	10	2
- CN1CCN(C2=Cc3ccccc3Sc3cc(F)c(F)cc32)CC1
    -1	-2	2	11	-15	-27	-1	-2.1	1.5	15	0
- CCOc1ccc(NS(=O)(=O)c2cc(Cl)ccc2OC)cc1
    0	-5	8	8	-5	5	21	7.3	0.0	16	2
- N=c1n(CCOc2ccccc2)c2ccccc2n1CCN1CCOCC1
    2	-6	7	12	5	5	-1	-0.8	-0.1	-26	-3
- COC(=O)c1ccccc1NC(=O)Cc1ccccc1OC
    2	-4	11	17	0	0	-18	-0.5	-0.1	0	-2
- CC(Sc1nc(-c2ccccc2)cc(C(F)(F)F)n1)C(=O)N1CCCC1 (stereo not given)
    0	-7	11	11	-20	/	-4	4.5	-0.2	10	3
- CCOC(=O)N1CCN(c2c(NCCCN(C)c3ccccc3)c(=O)c2=O)CC1
    1	-7	2	15	-13	/	9	-0.4	-0.1	14	-9

# The closing 2 entries of the part above are carried over, then new ones follow.
# The line under a structure holds: NR2E3 ag-1	CaV13 FRET inh	PDI turbidity	HIF-2a inh	NR2E3 ag-2	TRPM1 prom inh	Vif imaging	hiPSC survival	aDG glyco act	Peg3 promoter	Granule exo inh
- CC(Sc1nc(-c2ccccc2)cc(C(F)(F)F)n1)C(=O)N1CCCC1 (stereo not given)
    0	-7	11	11	-20	/	-4	4.5	-0.2	10	3
- CCOC(=O)N1CCN(c2c(NCCCN(C)c3ccccc3)c(=O)c2=O)CC1
    1	-7	2	15	-13	/	9	-0.4	-0.1	14	-9
- COc1ccc(C(=O)NC(=S)SCC(=O)O)cc1
    1	-6	1	-6	-6	-14	-4	-0.7	-0.2	1	4
- C=CCNC(=O)c1ccc(-c2ccc([N+](=O)[O-])cc2)o1
    3	-2	6	-52	0	-11	-12	-0.8	-0.1	-30	-3
- Cc1ccc(C(=O)N2CCN(C3c4cccc5cccc(c45)C3NS(=O)(=O)c3ccccc3)CC2)cc1 (stereo not given)
    -1	/	5	20	0	17	-3	0.7	-0.1	21	-1
- CCCc1cc(=O)oc2cc(OCc3nn[nH]n3)ccc12
    3	-4	-3	15	6	2	-15	6.7	0.0	6	-6
- CC1=C(Nc2ccc(C(=O)O)cc2)C(=O)c2ccccc2C1=O
    -12	-19	3	-12	-34	33	35	-0.2	1.3	-3	11
- O=C(/C=C/c1ccccc1)N/C(=C\c1ccco1)C(=O)O
    3	-7	2	18	-6	4	5	-2.1	-0.2	3	1
- CC(=O)C1C(c2ccc3ncccc3c2)NC(=O)NC1(O)C(F)(F)F (stereo not given)
    5	-6	0	19	-13	-1	/	-2.0	-0.2	-2	-2
- CC(=O)c1cc(C(=O)Nc2ccc3ccccc3c2)c(C)o1
    0	-3	-1	9	11	14	-5	-0.5	0.0	3	-1
- Cc1noc(C)c1NC(=O)N(C)C[C@@H]1OCc2cnnn2CCCC(=O)N([C@H](C)CO)C[C@@H]1C
    /	-6	1	4	-20	/	9	-1.8	-0.1	-11	2
- C#Cc1cccc(NC(=O)c2ccc3c(c2)C(=O)N(Cc2cccnc2)C3=O)c1
    3	/	6	1	-2	6	/	-0.4	0.7	9	1
- CC1(C)CN=c2s/c(=C\c3ccc(Cl)cc3)c(=O)n2C1
    -1	-5	-4	-111	-28	-116	1	-1.3	0.6	-361	14
- Cc1cc(/C=C2\SC(=S)NC2=O)c(C)n1-c1ccc(O)cc1
    0	-7	4	-295	-160	-60	18	-0.8	-0.2	-255	3
- O=C1C=C(c2ccccc2)OC2(CCCC2)O1
    0	-3	-2	-7	-11	3	-7	-1.0	-0.1	-12	-2
- O=C(CN1C(=O)NC2(CCCCCC2)C1=O)Nc1ccccc1[N+](=O)[O-]
    /	-6	1	5	-3	0	4	3.7	-0.2	10	-5
- Cc1cc(C)cc(NC(=S)NC(=O)Cc2ccccc2)c1
    0	5	3	11	1	0	-2	0.0	-0.1	32	2
- CC1=C(C(=O)N(C)C)CC(CC(=O)NC2CCCCC2)C(=O)N1Cc1ccc(F)cc1 (stereo not given)
    /	-6	/	4	3	/	/	-1.7	-0.2	-4	5
- CCCOC(=O)c1ccc(NC(=O)/C=C/c2cccs2)cc1
    3	-4	-3	-165	-83	-44	-15	-0.5	0.9	-193	1
- COc1ccc(OC)c(NC(=O)CCCc2ccccc2)c1
    0	-6	-5	9	-13	-20	15	0.0	0.1	2	4
- CCOC(=O)c1c(N=CN(C)C)c2cc([N+](=O)[O-])cnc2n1C
    0	-14	1	23	-55	11	-1	0.2	0.1	11	-7
- Cc1cc(C)c2c(C)nn(-c3ccccc3)c2n1
    4	-4	0	13	-9	2	/	0.0	0.1	3	1

# As entered above:
# In PDI turbidity, C#Cc1cccc(NC(=O)c2ccc3c(c2)C(=O)N(Cc2cccnc2)C3=O)c1 reads 6
# In NR2E3 ag-2, Cc1cc(C)cc(NC(=S)NC(=O)Cc2ccccc2)c1 reads 1
# In Peg3 promoter, COc1ccc(OC)c(NC(=O)CCCc2ccccc2)c1 reads 2
# In hiPSC survival, CC1(C)CN=c2s/c(=C\c3ccc(Cl)cc3)c(=O)n2C1 reads -1.3
# In HIF-2a inh, C=CCNC(=O)c1ccc(-c2ccc([N+](=O)[O-])cc2)o1 reads -52

# Next results
# The line under a structure holds: NR2E3 ag-1	CaV13 FRET inh	PDI turbidity	HIF-2a inh	NR2E3 ag-2	TRPM1 prom inh	Vif imaging	hiPSC survival	aDG glyco act	Peg3 promoter	Granule exo inh
- COC(=O)CCC(=O)NC(=S)Nc1sc(C)c(C)c1C(N)=O
    13	-5	9	4	2	26	24	-0.8	-0.2	6	8
- COc1ccccc1N(CC1CO1)S(=O)(=O)c1ccccc1 (stereo not given)
    3	-4	6	6	-10	7	1	-0.3	-0.1	1	2
- COc1cc(OC)c(NC(=O)CC(=O)Nc2cc(Cl)c(OC)cc2OC)cc1Cl
    1	-18	5	21	5	2	-10	-0.3	0.2	-3	-3
- CCN1CCN(C(=S)NC(=O)c2cc(OC)c(OC)c(OC)c2)CC1
    /	-2	9	9	-7	-1	0	0.5	0.0	14	0
- CCC(C)(NC(=O)Cc1c[nH]c2ccccc12)C(=O)NC1CCCCC1 (stereo not given)
    2	-2	-4	2	11	13	-18	2.1	0.0	8	-2
- CC1CC(=O)N(CC(=O)Nc2ccc3c(c2)OCCO3)c2ccccc2S1 (stereo not given)
    1	-7	-2	17	23	-1	-3	0.4	-0.2	23	-5
- Cc1ccc(-c2cc(C(=O)N/N=C/C=C/c3ccccc3)n[nH]2)s1
    5	-4	19	-66	-28	-17	-39	-3.0	-0.3	-47	-1
- CCOC(=O)C1=C(C)NC2(O)c3ccccc3C(=O)C12O (stereo not given)
    1	-5	-5	2	-21	-3	0	-1.4	-0.2	0	-2
- COc1cc(C(=O)NCCSc2ccc(F)cc2)cc(OC)c1OC
    -1	-21	-1	16	2	-4	/	-0.6	-0.1	11	5
- Cc1cc([N+](=O)[O-])nn1CC(=O)NCc1cccs1
    1	-2	-1	14	-1	-8	1	1.5	0.2	-9	2
- CC(c1nnnn1C1CCCCC1)N(Cc1ccccc1)Cc1cccnc1 (stereo not given)
    0	-5	6	14	-2	6	0	-1.7	-0.1	5	5
- CCOC(=O)C1(Cc2ccccc2C(F)(F)F)CCN(C2CCN(C(C)C)CC2)CC1
    -1	/	6	7	23	16	-4	-4.4	3.6	8	42
- CN(C(=S)Nc1ccc(Oc2ccccc2)cc1)c1ccc(O)cc1
    2	-6	1	-12	-27	13	-7	0.6	0.0	6	5
- CC(C)[C@H](NS(=O)(=O)c1ccccc1)C(=O)Nc1nccs1
    /	-10	-24	19	3	/	26	1.3	-0.2	13	2
- Cc1c(NC(=O)COc2cccc(Br)c2)c(=O)n(-c2ccccc2)n1C
    5	-2	-3	12	-3	8	20	-0.2	-0.1	5	70*
- O=C(c1ccc(Cl)cc1)N1CCN(c2ccc(F)cc2)CC1
    -1	-5	11	-51	-12	2	2	-0.7	-0.2	3	-1
- Cc1ccc(NC(=O)C2CCCN2C(=O)NC2CCCCC2)cc1F (stereo not given)
    -3	-2	-1	9	4	4	1	1.7	0.0	10	-8
- CC1(C)CC[C@]2(C(=O)O)[C@H](O)C[C@]3(C)C(=CCC4[C@@]5(C)C[C@H](O)[C@H](O)[C@@](C)(CO)C5CC[C@]43C)[C@@H]2C1 (stereo not given in full)
    1	/	/	6	8	-1	6	-2.3	-0.2	6	4
